PfHsp90 yeast 2 – growth inhibition of yeast expressing Plasmodium Hsp90; S. cerevisiae expressing PfHsp90, BacTiter-Glo ATP, 48 h; yeast lacking PDR1 and PDR3 efflux regulators; 0.32% of 310,000 active; inhibition, % at 9.4 µM;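 active means every replicate shows inhibition above about 80%, whatever the replicate mean, limit read from the data; inconclusive means mean inhibition reaches the set limit but some replicate falls short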;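 further: 0% = DMSO neutral controls and 100% = 20 µM radicicol positive controls; yeast relying on Plasmodium falciparum Hsp90 in place of its own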
Rtt109 HAT inh – blocks Candida albicans Rtt109/Vps75 acetyltransferase activity | purified Rtt109/Vps75, ThioGlo CoA-SH fluorescence, 4 h | inhibition, % at 34.9 µM | 0.16% of 330,000 active | Q5AAJ8;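 active means inhibition of at least 50% in every replicate; inconclusive means best replicate reaches 50% inhibition but some replicates fall short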
Target sequence (Q5AAJ8 whole entry, looked up): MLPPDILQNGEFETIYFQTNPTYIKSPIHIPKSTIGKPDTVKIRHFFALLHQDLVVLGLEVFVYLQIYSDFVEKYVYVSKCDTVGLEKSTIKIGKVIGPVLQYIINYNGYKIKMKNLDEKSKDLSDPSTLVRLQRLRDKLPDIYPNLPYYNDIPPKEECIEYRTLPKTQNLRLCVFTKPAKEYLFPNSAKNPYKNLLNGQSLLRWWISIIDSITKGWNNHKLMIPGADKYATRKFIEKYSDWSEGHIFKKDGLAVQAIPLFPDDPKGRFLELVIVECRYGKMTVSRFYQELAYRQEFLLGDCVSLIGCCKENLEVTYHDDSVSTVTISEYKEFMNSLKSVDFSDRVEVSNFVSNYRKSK
NSD2 HMT inh – inhibitors of human histone methyltransferase NSD2 | AID 743445 | 0.54% of 310,000 active | O96028 | inhibition, % at 12.5 µM | NSD2 peptide methylation, AlphaScreen, 120 min; in the data active means inhibition above about 50%
Keap1 Nrf2 FP – inhibitors of human Keap1-Nrf2 protein-protein interaction. Q14145. Keap1 Kelch-Nrf2 peptide fluorescence polarization, 1536-well. inhibition, % at 9.4 µM. 0.15% of 340,000 active; in the data active means inhibition above about 12%; inconclusive means no clear call, values can overlap the other calls; inactive means below about 7.3%;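 further: human Keap1 Kelch domain with fluorescein labeled Nrf2 9mer peptide probe; 0% = neutral control wells and 100% = peptide positive control; higher means more block of Keap1 binding to Nrf2 peptide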
Target sequence (Q14145 whole entry, looked up, the tested form may be a part): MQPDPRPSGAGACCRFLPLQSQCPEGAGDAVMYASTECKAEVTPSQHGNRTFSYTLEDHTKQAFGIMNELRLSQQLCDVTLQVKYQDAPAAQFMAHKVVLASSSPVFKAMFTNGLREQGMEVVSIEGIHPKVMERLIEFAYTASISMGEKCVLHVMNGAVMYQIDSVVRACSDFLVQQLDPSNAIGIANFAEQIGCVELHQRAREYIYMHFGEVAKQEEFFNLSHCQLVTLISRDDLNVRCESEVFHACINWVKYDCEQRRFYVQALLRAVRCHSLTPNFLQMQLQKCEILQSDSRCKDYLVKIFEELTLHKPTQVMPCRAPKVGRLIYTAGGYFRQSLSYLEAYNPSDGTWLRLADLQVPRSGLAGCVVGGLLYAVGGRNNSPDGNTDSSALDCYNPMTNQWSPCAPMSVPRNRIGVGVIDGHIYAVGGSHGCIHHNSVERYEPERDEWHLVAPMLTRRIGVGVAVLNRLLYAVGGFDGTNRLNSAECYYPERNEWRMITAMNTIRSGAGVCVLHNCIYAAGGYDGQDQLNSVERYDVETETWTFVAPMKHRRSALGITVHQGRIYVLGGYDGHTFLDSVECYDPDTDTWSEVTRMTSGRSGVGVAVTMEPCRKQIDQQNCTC
SUMO Mot1 rescue – blocks SUMOylation pathway, rescuing yeast Mot1-301 growth. S. cerevisiae Mot1-301 growth rescue, ATP luminescence, 38.5C; percent above DMSO median, 100 means doubled. growth rescue, % at 18.8 µM. 1% of 320,000 active. AID 2716;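 active means every valid replicate shows activation above 250% relative to neutral control wells; inactive means the rest, any valid replicate at or below 250%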;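 further: OY570 slx delta 5 strain wells were the positive control but not used for scaling; some compounds called inactive have numbers as strong as hits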
C-LANA FP – inhibitors of KSHV LANA C-terminal domain DNA binding. MBP-C-LANA/FAM-LBS DNA binding, fluorescence polarization. inhibition, % at 9 µM. 0.078% of 340,000 active. AID 504423;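 active means highest replicate inhibition at or above 60% at 9 µM, even if other replicates fall short; inactive means all replicates below 60% inhibition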;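 further: 0% = neutral control wells and 100% = 4 µM acridine orange control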
dFosB act – mouse delta FosB homodimer activation. 0.99% of 340,000 active. purified delta FosB, TAMRA-CDK5 oligo fluorescence polarization; percent of positive-control signal above neutral wells. activation, % at 25 µM. P13346;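 active means mean activation above about 17%, with every replicate also reaching it, limit read from the data, passing the limit was not always enough; inconclusive means only one of the two conditions met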;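 further: fluorescence polarization rise as delta FosB binds a TAMRA Cdk5 AP-1 oligo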
RTF Ca sens inh – cardiac RTF calcium desensitization. P19429+P45379. IANBD-labeled cardiac RTF, Ca2+ fluorescence. inhibition, % at 7.15 µM. 0.12% of 340,000 active. AID 493244;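 active means inhibition above the mean inhibition of all tested compounds plus 3 SD, cut at about 17% in these data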;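 further: assay run at fixed EC70 calcium of 1.6 mM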
PvdQ acylase – blocks Pseudomonas aeruginosa PvdQ acylase activity. purified PvdQ acylase, fluorescence plate reader. inhibition, % at 10 µM. 0.063% of 340,000 active. AID 488965; in the data active means inhibition above about 30%, passing the limit was not always enough; inconclusive means no clear call, values can overlap the other calls;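 further: 0% = vehicle neutral wells and 100% = reference inhibitor wells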
RTF Ca sens act – increases calcium sensitivity of human cardiac regulated thin filaments; IANBD-labeled TnC RTF fluorescence at EC20 calcium; 0% EC20 calcium, 100% full calcium; activation, % at 7.2 µM; 0.24% of 340,000 active; AID 493008; P19429+P45379;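 active means activation above the mean over all tested compounds plus 3 SD, cut at about 30% in these data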;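 further: rise in fluorescence read as greater calcium sensitivity of cardiac thin filaments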
CDK5 inh – blocks human CDK5/p35 kinase activity. Recombinant CDK5/p35, ADP-Glo luminescence, 60 min. inhibition, % at 10 µM. 0.01% of 330,000 active;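 active means highest replicate inhibition of at least 50% and at least 75% of replicates reaching 50%; inconclusive means only one of the two criteria met; inactive means both criteria failed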;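 further: plate controls were DMSO neutral control for no effect and GW8510 at 10 µM for full effect; many of its hits are not listed in these tables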
Starred values were filed as active, the others as inactive; ? = inconclusive; · = not tested or not shown.

SMILES	PfHsp90 yeast 2	Rtt109 HAT inh	NSD2 HMT inh	Keap1 Nrf2 FP	SUMO Mot1 rescue	C-LANA FP	dFosB act	RTF Ca sens inh	PvdQ acylase	RTF Ca sens act	CDK5 inh
COc1ccc(OC)c(-c2nn(-c3ccccc3)cc2C(=O)N2CCc3ccccc3C2)c1	-5	13	2	1	-11	-0.9	-10	1	11	4	0.1
O=C(CN1C(=O)c2cccc3cccc(c23)C1=O)N1CCCCC1	10	-10	-3	0	-12	-0.4	2	0	9	-2	0.5
CCn1c(-c2ccccc2)csc1=Nc1ccc(O)cc1	-9	15	27	3	-5	0.3	-8	12	4	-5	-0.6
Cc1ccc(-n2ncc3c2CCCC3NC(=O)CSc2ccccn2)cc1C (centres undefined)	6	1	·	-3	20	0.6	-8	3	1	0	-1.3
COC(=O)c1ccc2c(=O)n(NC(C)=O)c(=S)[nH]c2c1	·	4	·	-8	-20	2.4	0	0	-5	3	2.4
c1ccc(-c2cn(-c3ccccc3)c3ncnc(N4CCCCC4)c23)cc1	5	0	5	-2	-9	0.1	-6	0	-16	3	-0.6
C=CCn1cnc2scc(-c3ccc(C)c(C)c3)c2c1=O	-31	-3	-2	-4	-9	1.7	-8	1	-13	-5	-0.4
O=[N+]([O-])c1c(NCCO)cc(N2CCN(Cc3ccc4c(c3)OCO4)CC2)c2nonc12	-34	-2	0	-3	9	0.6	-4	9	-3	7	0.6
Cc1cc(C)nc(SCc2nc(N)nc(-c3ccccc3O)n2)n1	-1	-3	-4	3	98	2.6	5	4	-1	-7	1.3
O=C1C2CCc3ccccc3C2N1c1ccccc1 (centres undefined)	-11	-3	·	6	-2	1.9	-5	0	-14	1	0.3
Cn1cccc1/C=N/NC(=O)c1cccnc1	4	4	2	0	0	1.7	-5	-12	-3	-3	-0.8
CCOc1ccc(CN2CCC(Cc3ccccc3)CC2)cc1	24	2	2	1	315	1.2	-2	-6	-4	2	0.7
Cc1ccccc1CNC(=O)Cc1ccccc1[N+](=O)[O-]	36	5	0	-6	-4	-0.3	2	-1	5	1	0.5
CCOc1ccc(NC(=O)N[C@@H](CCSC)C(=O)OC)cc1	18	10	1	3	-7	1.2	2	-2	3	-4	-0.1
CCOC(=O)c1ccc2nc(CCC(=O)N[C@H](C(=O)OC)C(C)C)c(=O)n(CC)c2c1	·	-23	-2	1	164	1.9	-7	-12	-7	3	1.0
CC(=O)Nc1ccc(C(=O)OCC(=O)NCc2ccccc2)cc1	1	8	-4	0	-3	-0.1	6	3	20	-3	0.6
Cc1ccc(C(=O)NCC(=O)OCC(=O)N(CC(C)C)c2c(N)n(Cc3ccccc3)c(=O)[nH]c2=O)cc1	·	-1	·	2	-17	0.3	-10	-6	-16	27	-5.0
CCCN1C2CCCC1CC(NC(=O)c1ccccc1F)C2 (centres undefined)	·	2	·	0	-10	2.0	-2	0	9	4	0.4
O=C(NCc1ccccc1)c1cccnc1Sc1ccccc1	14	-3	-3	-2	-4	0.4	-16	-12	-10	-1	0.8
C=C(C)Cn1c(CN(C)Cc2ccccc2)nc2c1c(=O)n(C)c(=O)n2C	-18	-5	2	0	-6	4.3	3	6	1	6	-1.8
O=C(CSc1ncc(-c2ccccc2)[nH]1)Nc1ccccc1	-3	-2	·	-1	9	-0.1	-8	7	-9	1	0.2
COc1ccc(S(=O)(=O)Nc2ccc3c(c2)N(C(C)=O)CCC3)cc1OC	·	0	0	-6	86	-0.5	-2	-4	0	14	-3.7
Cc1ccc(-c2c(C(=O)O)c(C(=O)O)c3n2CSC3)cc1	1	-7	0	2	-5	2.9	-2	-4	3	-3	-0.3
Cc1nc2ccc(NC(=O)COc3cccc(F)c3)cc2s1	-392	10	-1	-2	297	-0.3	-11	-3	-7	1	-3.2
COc1ccccc1CNC(=O)C(=O)NCC(c1ccco1)N1CCOCC1 (centres undefined)	-6	·	1	2	-18	-0.7	-6	-12	0	-1	3.1
O=C(CCNS(=O)(=O)c1ccccc1F)N1CCN(Cc2ccccc2)CC1	5	-1	-2	0	-12	1.3	5	4	3	1	-0.1
c1csc(C2C3=C(Nc4ncnn42)c2ccccc2OC3)c1 (centres undefined)	-11	-53	·	0	155	-0.9	-15	12	4	-6	-0.2
Oc1ccccc1N1CCN(C(c2ccccc2)c2ccccc2)CC1	-22	7	-4	-2	-9	0.3	-6	-20	-12	-6	-2.8
O=c1cc(-c2ccc(O)cc2)oc2c(C3O[C@H](CO)[C@@H](O)[C@H](O)[C@H]3O)c(O)cc(O)c12 (some centres undefined)	6	0	·	4	13	-0.4	6	15	2	-3	-0.9
CCN(CC)C(=O)c1sc2c(c1C)c(=O)n(-c1ccc(OC)cc1OC)c(=O)n2CC(=O)c1ccccc1	9	0	-2	-1	-11	0.1	-4	7	-6	-5	0.4
CCC(=O)Nc1nc(-c2cc([N+](=O)[O-])cs2)cs1	-8	0	12	2	-22	1.1	2	-4	2	-3	0.5
CC1(C)C2CC=C(/C=N/NC(=O)c3ccc(Cl)cc3)C1C2 (centres undefined)	3	6	11	-3	28	0.9	1	-1	-3	-7	0.3
CCN(CC)C(=O)[C@H]1C[C@H](CC(=O)NCc2cccc(C(F)(F)F)c2)C(=O)N2CCc3c([nH]c4cc(CCC(=O)N(C)C)ccc34)[C@]12C	-5	-4	·	0	·	0.3	-25	0	2	-2	-0.3
CCN(CC)S(=O)(=O)c1ccc(NC2=NS(=O)(=O)c3ccccc32)cc1	-2	-3	-1	-4	25	-1.4	1	-10	-7	2	2.0
C=CCOC(=O)/C=C/C(=O)NC(N)=O	3	16	-1	-8	4	0.6	1	-1	3	-6	-1.1
O=[N+]([O-])c1ccc2[nH]c(O)c(N=NC3CS(=O)(=O)CC3O)c2c1 (centres undefined)	17	1	16	1	97	12	3	-2	-3	1	6.6
C[n+]1ccccc1COc1ccc(C(C)(C)C)cc1	7	5	-1	0	329	-3.5	-6	-5	-2	-5	·
O=S1(=O)CCC(SCc2nc3sccn3c2Br)C1 (centres undefined)	-16	2	-2	-4	16	0.3	-1	-10	-9	-3	2.4
CC1CCN(CC(=O)Nc2ccccc2-c2ccccc2)CC1	-11	6	5	6	36	-0.6	-2	-5	-3	-1	0.7
CCOC(=O)c1oc2ccc(S(=O)(=O)N3CCC(C)CC3)cc2c1C	-17	-2	2	-7	-18	1.2	-7	4	-16	2	1.3
N#Cc1c(N2CCN(C(=O)c3ccccc3Cl)CC2)nc(-c2ccccc2)c2c1CCCC2	-37	-39	-2	2	20	-1.0	-7	-4	-16	-3	0.1
OC(c1ccc(OCc2ccccc2)cc1)c1nnc(-c2ccccc2)o1 (centres undefined)	-34	-6	2	-5	·	0.1	2	-10	-12	5	-0.6
O=C(O)CSc1c(-c2ccccc2)c2cc(Cl)ccc2[nH]c1=O	-32	2	0	-1	-10	0.6	-2	0	9	-1	0.9
Nc1cccc2c1C(=O)N(CC(=O)NC13CC4CC(CC(C4)C1)C3)C2=O	-13	-38	0	-8	2	-0.3	5	-12	-20	15	-2.3
COc1ccc(-c2nnc(SC)nc2-c2ccc(OC)c([N+](=O)[O-])c2)cc1[N+](=O)[O-]	-23	2	46	-4	487	-0.5	-11	-14	-18	15	0.3
CCCCn1c(N)c(NCC(C)C)c(=O)[nH]c1=O	7	3	0	-3	-14	0.8	-3	-16	24	2	-0.5
CC(=O)/C(N=Nc1ccc(-n2ccc(C(F)(F)F)n2)cc1)=C(\C)O	3	-22	0	-1	3	0.6	-4	-2	2	-3	0.1
CCc1nnc(NC(=O)CSc2nc3ccc(OC)cc3[nH]2)s1	0	·	-3	-3	3	-0.3	0	-7	-14	2	0.6
COc1ccccc1CN1CC(C(=O)NCc2ccc(C)c(F)c2)CCC1=O (centres undefined)	1	-3	8	4	1	-1.7	-8	-5	-2	3	-0.2
CC(=O)c1cccc(NC(=S)NC(=O)c2ccc(Br)cc2)c1	12	4	2	-5	·	-0.8	8	-11	-12	9	-0.1
O=C(CCNC(=O)C1CCN(S(=O)(=O)c2ccc(F)cc2)CC1)NCc1ccncc1	4	1	-11	-2	2	0.4	1	1	1	-1	0.2
COc1ccc(OC)c(S(=O)(=O)N2CCC3(CC2)OCCN3S(=O)(=O)c2cccs2)c1	-1	?	-1	1	2	0.4	-4	-2	1	4	1.1
COC(=O)[C@]1(C)N[C@H](CN(C)S(=O)(=O)c2ccccc2)[C@@H]2C(=O)N(Cc3ccccc3)C(=O)[C@@H]21	2	-8	·	-4	-5	2.1	-1	-8	5	-1	1.6
COc1ccc(-n2nc(C(=O)NCC(=O)Nc3cc(C)ccc3OC)c3ccccc3c2=O)c(OC)c1	-1	17	-1	2	9	-0.9	-3	-7	1	-2	-2.5
O=C(Nc1cccc([N+](=O)[O-])c1)C12CC3CC(C1)CC(n1cnc([N+](=O)[O-])n1)(C3)C2	-26	-4	5	-2	-5	0.1	-7	-5	-13	-5	-1.7
Cc1cccc(-n2ncc3c(NCCN4CCOCC4)ncnc32)c1	12	0	-1	4	4	0.0	-7	0	6	-3	0.3
COc1cc(/C=N/NC(=O)Cc2nnc(NC(=O)c3ccccc3)s2)ccc1O	-10	8	-1	2	-1	2.8	12	-5	-16	-6	-0.6
CN(O)/C=c1/ccc2c(n1)C(=O)C=CC=2	-28	-10	3	-1	-23	-0.1	-7	-7	12	-3	0.1
S=C(Nc1ccccc1Cl)N(Cc1ccccc1)Cc1cccnc1	0	15	-1	0	3	-0.6	1	-12	5	4	0.2
O=C(CSc1nnc(NC(=O)c2c(F)cccc2F)s1)NC1CCCC1	7	-1	4	-5	-4	-1.8	-3	-4	-5	-6	0.9

Next results
SMILES	PfHsp90 yeast 2	Rtt109 HAT inh	NSD2 HMT inh	Keap1 Nrf2 FP	SUMO Mot1 rescue	C-LANA FP	dFosB act	RTF Ca sens inh	PvdQ acylase	RTF Ca sens act	CDK5 inh
O=C(CSc1cc([N+](=O)[O-])cc(S(=O)(=O)Cc2ccccc2)c1)NC1CC1	8	-15	-3	-3	-5	-1.7	-4	-9	2	-1	-0.8
C/C(=N/NS(=O)(=O)c1ccc(Br)cc1)c1ccc(C)o1	31	8	-1	3	31	-0.8	1	-11	-1	-8	2.0
Cc1cccc(-n2c(SCC(=O)N3CCCC3)nc3n[nH]c(C)c3c2=N)c1	11	0	0	5	-10	-1.1	-9	-8	-13	0	-2.1
Cc1noc2ncnc(Oc3ccccc3Cl)c12	0	-6	-1	0	-4	-1.3	2	-2	-9	-2	1.1

A few values from the results shown:
C-LANA FP result of `O=S1(=O)CCC(SCc2nc3sccn3c2Br)C1` (centres undefined) is entered as 0.3
NSD2 HMT inh result of `CCOC(=O)c1oc2ccc(S(=O)(=O)N3CCC(C)CC3)cc2c1C` is entered as 2

An unsorted share of the library; 3.2% or so of the library scored in one or more.
